Compound activity: PubChem BioAssay, several laboratories
Rac1 mut GTP – human Rac1 activated mutant GTP binding change; P63000; GST-Rac1 activated beads, fluorescent GTP binding, flow cytometry; actives lie on both sides; 100% means binding = to untreated wells; percent activity (GTP binding), % at 10 µM; 0.11% of 190,000 active;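 active means GTP binding at least 20 percentage points away from the 100% baseline, in either direction, so actives lie on both sides; inconclusive means Compound likely fluorescent itself, or too few beads counted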
HRas wt GTP – modulators of GTP binding to human HRas wildtype; P01112; GST-Ras wt beads, Bodipy-FL-GTP binding, flow cytometry; actives lie on both sides; GTP binding activity, % at 10 µM; 0.14% of 190,000 active; AID 759;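 active means GTP binding activity at least 20% away from the 100% baseline, either lowered as inhibitor or raised as activator; inconclusive means flagged as likely green fluorescent, judged across all proteins in the well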;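 further: 0% = unlabeled GTP competition control and 100% = no-compound control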
Target sequence (P01112 whole entry, looked up): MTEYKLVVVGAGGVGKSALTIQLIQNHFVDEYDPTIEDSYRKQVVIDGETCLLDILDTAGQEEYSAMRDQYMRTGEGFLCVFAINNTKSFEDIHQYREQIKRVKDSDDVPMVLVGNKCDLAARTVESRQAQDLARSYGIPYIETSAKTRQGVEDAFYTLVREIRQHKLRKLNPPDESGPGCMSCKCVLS
Mcl1 Bid PPI – disrupts binding of human Mcl-1 to Bid peptide; inhibition, % at 21.7 µM; TR-FRET Mcl-1/Bid-Dy647 peptide binding, 1536-well; Q07820; 0.97% of 220,000 active;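 active means compounds that cut the binding signal by more than half at the single screening dose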;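 further: His-tagged Mcl-1 with europium anti-His antibody binding Bid BH3 peptide; 0% = Mcl-1 plus peptide wells and 100% = peptide-only wells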
Target sequence (Q07820 whole entry, looked up): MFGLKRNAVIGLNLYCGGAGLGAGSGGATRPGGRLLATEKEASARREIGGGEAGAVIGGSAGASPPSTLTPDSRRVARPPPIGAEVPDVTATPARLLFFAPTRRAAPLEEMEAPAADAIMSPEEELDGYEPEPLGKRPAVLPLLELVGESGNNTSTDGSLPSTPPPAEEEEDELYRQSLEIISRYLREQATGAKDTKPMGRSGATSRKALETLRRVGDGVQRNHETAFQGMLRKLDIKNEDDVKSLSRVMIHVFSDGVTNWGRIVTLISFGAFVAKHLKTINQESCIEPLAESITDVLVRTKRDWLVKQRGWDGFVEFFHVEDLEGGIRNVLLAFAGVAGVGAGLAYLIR
Cdc42 wt – human Cdc42 wildtype GTP binding change, either direction; GST-Cdc42 beads, Bodipy-GTP binding, flow cytometry; actives lie on both sides; percent activity (GTP binding), % at 10 µM; 0.2% of 190,000 active; AID 761;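 active means percent activity GTP binding at least 20 points away from the 100% baseline, either down as inhibitor or up as activator; inconclusive means compound flagged as likely green fluorescent from well-wide comparison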;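 further: median bead fluorescence of bound Bodipy-FL-GTP at 100 nM; 0% = excess unlabeled GTP control and 100% = no compound control; below 100% means less GTP binding so inhibitor and above means activator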
Target sequence (P60953 whole entry, looked up): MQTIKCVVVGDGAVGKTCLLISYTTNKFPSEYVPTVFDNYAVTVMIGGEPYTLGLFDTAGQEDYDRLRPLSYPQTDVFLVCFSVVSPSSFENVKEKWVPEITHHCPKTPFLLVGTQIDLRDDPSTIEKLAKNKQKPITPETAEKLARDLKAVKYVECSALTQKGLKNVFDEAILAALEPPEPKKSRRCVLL
Rac1 wt GTP bind – modulators of human Rac1 wildtype GTP binding. GST-Rac1 beads, fluorescent GTP binding, flow cytometry; actives lie on both sides; 0 = cold GTP competed, 100 = untreated. GTP binding activity (% of control), % at 10 µM. 0.27% of 190,000 active. AID 757;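 active means GTP binding activity at least 20 points away from the 100% control level, either lower or higher; inconclusive means compound flagged as likely green fluorescent, judged across all proteins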
Pf gametocyte – kills late stage P. falciparum gametocytes. inhibition, % at 10.9 µM. P. falciparum stage V gametocytes, ATP luminescence, 24 h. 0.065% of 150,000 active. AID 743093;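 active means inhibition above the mean plus 3 SD of compounds within the control limits, set per campaign, cut at about 38% in these data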;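 further: 0% = DMSO wells and 100% = medium only without gametocytes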
RGS8-Gao reg – regulators of human RGS8-Galphao interaction | P09471 | multiplexed bead flow cytometry, RGS8-Galphao binding; actives lie on both sides | response (percent of control binding), % at 10 µM | 0.34% of 220,000 active; in the data active means response below about 60% or above about 140%; inactive means in between;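 further: Galphao activated as the GDP aluminium fluoride complex binding bead-coupled RGS8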
Target sequence (P09471 whole entry, looked up): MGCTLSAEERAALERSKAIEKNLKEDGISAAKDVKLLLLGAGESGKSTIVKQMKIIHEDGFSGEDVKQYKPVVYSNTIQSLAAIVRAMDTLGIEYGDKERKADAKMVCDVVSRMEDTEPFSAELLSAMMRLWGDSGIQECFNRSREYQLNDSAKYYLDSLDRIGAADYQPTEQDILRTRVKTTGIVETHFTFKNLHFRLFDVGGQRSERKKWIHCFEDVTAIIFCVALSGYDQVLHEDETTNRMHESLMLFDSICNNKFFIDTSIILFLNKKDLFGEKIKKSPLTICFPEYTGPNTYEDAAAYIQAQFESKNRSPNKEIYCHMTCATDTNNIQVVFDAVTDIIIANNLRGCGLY
Mcl1-Noxa inh – disrupts binding of human Mcl-1 to Noxa peptide; Q07820; TR-FRET Mcl-1/Noxa peptide binding, 2 h; inhibition, % at 21.7 µM; 1.5% of 220,000 active;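 active means compounds that cut the protein-peptide binding signal by more than 50% relative to plate controls in a single-dose test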;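 further: His-tagged Mcl-1 with rhodamine Noxa BH3 peptide and terbium anti-His antibody; 0% = Mcl-1 plus Noxa peptide wells and 100% = peptide-only wells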
Rab2 wt GTP – changes GTP binding to wildtype dog Rab2A, up or down; P61105; GST-Rab2 wt beads, Bodipy-GTP binding, flow cytometry; GTP binding activity, % at 10 µM; 0.19% of 190,000 active; AID 760;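 active means GTP binding activity at least 20 points away from 100%, either lowered or raised; inconclusive means signal likely due to the compound's own green fluorescence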;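 further: 0% = beads with excess unlabeled GTP and 100% = no-compound control corrected for plate trend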
Rab7 wt GTP bind – dog Rab7 wildtype GTP binding, inhibitors and activators; GST-Rab7 beads, fluorescent GTP binding, flow cytometry; actives lie on both sides; untreated = 100%, excess cold GTP = 0%; GTP binding activity (percent of control), % at 10 µM; 0.055% of 190,000 active;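 active means fluorescent GTP binding to Rab7 beads changed by at least 20 points from the 100% baseline, either direction, mostly lower; inconclusive means compound itself probably fluorescent, or too few beads counted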;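 further: median green fluorescence of bound Bodipy-FL-GTP per Rab7 bead population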
Bim-Mcl-1 – disrupts Bim peptide binding to human Mcl-1; inhibition, % at 10 µM; Q07820; AID 1009; 0.1% of 190,000 active; Bead-based flow cytometry, Bim peptide-Mcl-1 binding; in the data active means inhibition above about 40%;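 further: 0% = no compound tracer wells and 100% = peptide blocker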
An asterisk follows results filed as active; ? = inconclusive; / = not tested or not shown.

SMILES	Rac1 mut GTP	HRas wt GTP	Mcl1 Bid PPI	Cdc42 wt	Rac1 wt GTP bind	Pf gametocyte	RGS8-Gao reg	Mcl1-Noxa inh	Rab2 wt GTP	Rab7 wt GTP bind	Bim-Mcl-1
COc1cc(C(C(=O)NCc2ccccc2)N(Cc2ccco2)C(=O)c2cnccn2)cc(OC)c1OC (stereo not given)	99	100	-9	99	106	-7	105	18	96	101	2
O=C1N=C(N2CCOCC2)S/C1=C\c1cccnc1	97	102	-16	100	104	5	101	-2	104	111	1
CCOC(=O)c1ccc(N2C(=O)CC(SCC(=O)Nc3ccc(S(N)(=O)=O)cc3)C2=O)cc1 (stereo not given)	98	99	-26	99	99	-12	102	-29	99	104	1
Cc1ccc(S(=O)(=O)NC(C)(C)CSc2nncn2N)cc1	100	103	-3	101	107	-10	99	-15	103	105	-2
CC(C)C(NC(=O)C12CC3CC(CC(C3)C1)C2)C(=O)N/N=C/C1=C(N2CCOCC2)C(=C\c2cccc([N+](=O)[O-])c2)/CC1 (stereo not given)	99	100	-44	97	101	7	101	13	100	103	1
COc1cccc(C(=O)CSc2nc3ccccc3n2CC(=O)N2CCOCC2)c1	97	99	29	100	101	/	100	8	97	99	-7
Cc1cc(C)cc(OCc2nnc(SCC(=O)N3CCN(c4ccccc4)CC3)o2)c1	99	100	-25	100	100	23	97	3	99	98	7
COc1ccccc1CN(Cc1nc2ccccc2c(=O)[nH]1)S(=O)(=O)c1ccc2ccccc2c1	99	100	-4	97	102	/	102	-17	97	102	-2
O=C(c1ccc2snnc2c1)N1CCCCC1	98	99	-3	100	103	3	105	1	96	96	1
OCCSc1c(F)c(SCCO)c(SCCO)c(F)c1SCCO	97	97	-13	100	100	18	99	16	95	93	-4
CCCCN(CC)C(=O)CSc1nc2ccccc2c(=O)n1CC1COc2ccccc2O1 (stereo not given)	91	93	9	93	90	-6	102	15	92	92	-3
NC(=O)CSc1nnnn1CC(CC(=O)O)c1ccccc1 (stereo not given)	99	96	-8	96	101	/	107	5	98	96	1
O=C(NCc1cccnc1)c1ccc(COc2ccccc2Br)o1	99	101	-4	99	100	-42	100	2	99	104	-1
COc1cccc(/C=C2\SC(=S)N(c3cccnc3)C2=O)c1OC	?	?	3	?	?	/	104	14	?	?	-6
CC(=O)c1cn(N(C)c2ncc(C(F)(F)F)cc2Cl)c(=O)[nH]c1=O	97	96	-18	96	98	/	98	0	99	93	-1
CN(C)Cc1ccccc1C1(O)c2ccccc2CSc2ccccc21 (stereo not given)	99	100	-6	100	105	4	106	-3	99	102	-2
Cc1ccc2c(c1)C1CN(C)CCC1N2C(=O)c1ccccc1NS(=O)(=O)c1ccc(F)cc1C (stereo not given)	98	99	-32	101	100	-25	101	16	99	100	-4
CCOC(=O)/C(=N\Nc1cccc(C(F)(F)F)c1)N1CCOCC1	94	100	-31	97	97	23	101	3	100	105	-2
CC(C)C(NC(=O)c1ccco1)C(=O)NCC(c1ccco1)N(C)C (stereo not given)	96	97	-7	99	97	-21	102	-15	97	100	-4
CC(=O)Nc1ccc(-c2nnn(CC(=O)Nc3ccc4c(c3)OCO4)n2)cc1Cl	93	98	-26	94	96	19	100	-1	99	107	-1
O=C(O)c1cccc(S(=O)(=O)N2Cc3ccccc3C2)c1	100	101	3	103	106	/	102	5	101	100	-3
O=C(Nc1ccc(Cn2nnc3ccccc32)cc1)c1ccco1	102	101	-19	102	103	27	114	8	101	102	0
COc1ccc(N2CCN(C(=O)c3csc4ccccc34)CC2)cc1	101	104	-69	107	106	-12	99	17	105	105	-1
Cc1ccc(NC(=O)COc2cccc3ccc(C)nc23)c(Br)c1	101	103	-19	105	104	/	105	-5	104	102	-1
N#CCCn1cc(C=O)c(-c2cccs2)n1	99	99	-15	100	104	24	103	-7	99	104	32

Next part; the last 2 above are carried over.
SMILES	Rac1 mut GTP	HRas wt GTP	Mcl1 Bid PPI	Cdc42 wt	Rac1 wt GTP bind	Pf gametocyte	RGS8-Gao reg	Mcl1-Noxa inh	Rab2 wt GTP	Rab7 wt GTP bind	Bim-Mcl-1
Cc1ccc(NC(=O)COc2cccc3ccc(C)nc23)c(Br)c1	101	103	-19	105	104	/	105	-5	104	102	-1
N#CCCn1cc(C=O)c(-c2cccs2)n1	99	99	-15	100	104	24	103	-7	99	104	32
COc1ccccc1C(O)(C(=O)NNc1ccccc1C)c1ccccc1OC	98	99	-27	100	100	-4	101	-8	99	100	-3
O=C(O)C1C(c2ccccc2)C(C(=O)N2CCOCC2)C1c1ccccc1 (stereo not given)	100	98	-31	101	104	21	102	-6	101	96	11
COC(=O)c1ccccc1NC(=O)CSc1nnc(-c2ccc(OC)cc2)n1C	100	99	3	100	100	/	103	5	100	97	0
Cc1cc2c3c(c1)C(C)CC(C)(C)N3C(=O)C2=O (stereo not given)	94	97	-11	93	95	-5	103	17	96	100	2
CC1CC(C)CN(CCCNC(=O)C2CCCN(c3nnc(N4CCCC4=O)s3)C2)C1 (stereo not given)	101	104	-19	106	104	/	113	9	104	103	0
COC(=O)c1ccc(CN2CCN(C(C)C)C(CCO)C2)cc1 (stereo not given)	96	99	-22	96	99	5	102	19	96	94	0
Cc1ccc(/C(N)=N/OC(=O)c2ccc(Cl)cc2Cl)cc1	99	97	-29	98	103	-41	100	-6	97	93	-1
Cc1nc(-c2ccc(NC(=O)c3ccccc3Br)cc2)cs1	99	101	6	104	104	19	104	3	99	101	-2
COCCNC(=O)COc1ncnc2scc(-c3ccc(F)cc3)c12	96	97	-24	93	97	18	102	26	98	105	0
CCN(CC)C(=O)c1ccc(S(=O)(=O)N2CCC(c3nc4ccccc4s3)CC2)cc1	100	100	4	99	105	/	102	10	101	102	1
Cc1cc(NC(=O)C2CC(c3ccc(F)cc3)=NO2)no1 (stereo not given)	99	101	-18	102	103	/	103	5	101	95	0
O=C1C(c2ccncc2)N(CCC2=CCCCC2)C(=O)CN1C1CCCCC1 (stereo not given)	95	94	-4	96	98	/	102	2	96	98	-3
COc1ccc(-n2c(Cc3ccccc3)nnc2SCc2ccc([N+](=O)[O-])cc2)cc1	102	103	-25	101	105	7	100	29	101	103	-1
COc1cccc(/C=N/N2CCN(C)CC2)c1	101	100	-30	100	105	-21	103	21	102	104	-1
CC(C)(C)NC(=O)C1CN(S(=O)(=O)c2ccccc2)CCN1S(=O)(=O)c1ccccc1 (stereo not given)	97	98	-22	99	100	/	105	26	99	95	0
CC(NS(=O)(=O)c1ccc(Br)cc1)C(c1cccs1)N1CCOCC1 (stereo not given)	98	99	-7	101	105	/	102	0	100	95	-2
Cc1noc(/C=C/N(C)C)c1S(=O)(=O)N1CCCC(C(=O)Nc2ccc3c(c2)OCO3)C1 (stereo not given)	95	95	-23	97	95	/	105	21	97	96	0
O=C(/C=C/c1cccc(Br)c1)N1CCN(c2ccccn2)CC1	92	93	-8	92	94	15	97	6	92	94	0
O=C(COC(=O)CCSc1ccc(Cl)cc1)NCc1ccccc1	97	97	0	98	99	0	102	13	97	97	-7
O=S(=O)(c1ccc2c(c1)OCCO2)N1CCN(c2cccc(Cl)c2)CC1	98	96	-6	94	95	4	97	-4	96	95	0
O=C(O)C1CC1c1ccc(Br)cc1 (stereo not given)	96	99	-5	100	98	/	98	2	97	101	0
Cc1cc(C)c(S(=O)(=O)N2CCCCC2)c(C)c1-n1ncnn1	100	102	3	102	103	/	98	-2	101	100	-2
CCCSC1=C(C#N)C(c2ccccc2OCC)CC(=O)N1 (stereo not given)	101	104	-10	103	109	9	101	2	104	101	-1
Cc1ccc(Sc2c(CO)c(-c3ccccc3)nn2C)cc1	92	91	1	88	93	17	94	4	90	90	1
COc1ccccc1NC(=O)Cn1c(=O)c(N(C)C)c(N)n(C)c1=O	102	103	-51	102	104	11	99	13	104	106	0
(more compounds)
SMILES	Rac1 mut GTP	HRas wt GTP	Mcl1 Bid PPI	Cdc42 wt	Rac1 wt GTP bind	Pf gametocyte	RGS8-Gao reg	Mcl1-Noxa inh	Rab2 wt GTP	Rab7 wt GTP bind	Bim-Mcl-1
COc1ccc(N(C(=O)C(C)C)S(=O)(=O)c2cccs2)cc1	100	102	-27	104	107	5	96	4	102	104	-1
Cc1nn(Cc2ccccc2)c(Cl)c1C(=O)OCC(=O)NC(=O)NC12CC3CC(CC(C3)C1)C2	99	99	1	95	103	-6	103	3	98	102	-1
O=C1N=C(N2CCCCC2)SC1=C1CCCCC1	98	96	-24	101	99	/	107	17	96	93	-4
C=CCn1c(SCC(=O)NCCOC)nc2scc(-c3ccco3)c2c1=O	99	102	-6	102	104	/	99	24	101	98	1
CCc1ccccc1NS(=O)(=O)c1ccc2[nH]cc(C(=O)NCc3ccco3)c(=O)c2c1	95	98	18	101	98	/	97	/	98	94	-1
Cc1cccc(C(=O)N2CCC(=O)N(C(COCc3cccc(Cl)c3)Cc3ccccc3)CC2)c1 (stereo not given)	96	102	-2	104	106	14	102	2	102	102	-2
CCC(Sc1nc2c(cnn2-c2ccccc2)c(=O)[nH]1)C(=O)OC (stereo not given)	95	100	-7	97	103	/	99	0	99	100	-1
O=C(COC(=O)c1ccccc1Nc1ccccc1)NCc1ccco1	98	102	-35	100	102	/	100	-9	101	103	0
O=C(c1cccc(Cl)c1)N1CCN(c2ccccn2)CC1	102	101	-30	103	105	13	102	7	101	100	2
O=C(CSc1n[nH]c(-c2cccs2)n1)N1CCN(S(=O)(=O)c2ccc3ccccc3c2)CC1	98	102	-18	101	104	/	100	-23	101	102	-1
Cc1ccc(Cc2cnc(NC(=O)C3=NCCN3)s2)cc1	93	95	-33	96	98	4	98	-1	96	99	-1
Cc1nc2sc3c(c2c(=O)n1NC(=O)CCBr)CCCC3	94	94	-16	97	98	/	102	8	94	97	-6
Cc1ccc(-c2csc(/C(C#N)=C(\O)CN3CCN(C(=O)c4ccco4)CC3)n2)cc1	98	100	-54	102	101	/	100	-5	99	96	-5
CCOC(=O)c1c(NC(=O)COc2cccc3c2CCN(CC)C3=O)sc2c1CCC2	99	99	-11	94	105	5	102	0	99	99	-9
O=C(CN1CCN(S(=O)(=O)c2ccc(Br)cc2)CC1)Nc1ccc2c(c1)OCO2	101	104	-34	102	102	-9	101	-3	101	102	0
CCC(C)Nc1nc(-c2cccc(OC)c2O)nc2ccccc12 (stereo not given)	100	95	-10	99	102	/	104	25	94	96	0
O=C(CSc1nnc(-c2ccncc2)o1)NC1CCCCC1	98	99	1	97	105	14	105	10	100	102	0
CCN(CC)S(=O)(=O)c1ccc(C)c(NC(=O)Cn2c(=O)cnc3ccccc32)c1	103	103	-5	104	106	4	109	6	103	103	-2
CSc1ccccc1NC(=O)COc1ccc(Cl)cc1Cl	97	100	8	102	103	9	104	4	98	100	-2
